SMARCA2 act – SMARCA2 (BRM) function activators, primary screen, cell-based, luminescence, high throughput. MG213 cells, MMTV-luciferase reporter, dexamethasone, overnight. activation, % at 9.1 µM. actives 1% (n = 370,000); in the data active = activation above about 7.8%;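 note: 0% = vehicle wells and 100% = reference activator wells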
DAX1 inh-1 – DAX1 (NR0B1) inhibitors, primary screen, cell-based, HEK293, Gal4-DAX1, luciferase luminescence | HEK293 Gal4-DAX1 luciferase reporter | inhibition, % at 6.75 µM | actives 0.99% (n = 340,000) | Nuclear receptor subfamily 0 group B member 1 (Homo sapiens), P51843 | AID 504766, 2011;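 active = inhibition above the mean over all tested compounds plus 3 SD, cut at about 4.2% in these data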;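 note: 0% = DAX1-transfected cells with DMSO and 100% = empty-vector control cells with DMSO; inhibition shows as a rise in luminescence from relieved DAX1 repression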
Target sequence (P51843 207-470 limits assumed): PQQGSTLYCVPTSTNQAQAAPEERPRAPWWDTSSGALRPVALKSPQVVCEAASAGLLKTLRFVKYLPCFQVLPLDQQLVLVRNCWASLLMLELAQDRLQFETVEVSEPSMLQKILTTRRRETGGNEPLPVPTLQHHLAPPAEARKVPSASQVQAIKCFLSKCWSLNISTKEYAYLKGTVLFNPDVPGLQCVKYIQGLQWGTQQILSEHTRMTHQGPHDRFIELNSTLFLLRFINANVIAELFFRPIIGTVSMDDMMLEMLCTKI
ssDAF-12 act – S. stercoralis DAF-12 nuclear receptor activators, primary screen, cell-based, luminescence, HEK293, GRIP1 co-expression, lit1-tk-luc. activation, % at 6.8 µM. AID 652126, 2013. actives 1% (n = 370,000). HEK293 ssDAF-12/GRIP1 lit1-tk-luc reporter; % of 3 µM dafachronic acid response;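 active = activation above the mean over all tested compounds plus 3 SD, cut at about 0.9% in these data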;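 note: 0% = DMSO-only wells and 100% = 3 µM delta7-dafachronic acid wells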
PLC-beta3 inh – human PLC-beta3 inhibitors, primary screen, biochemical, fluorescence. actives 0.18% (n = 370,000). 1-phosphatidylinositol 4,5-bisphosphate phosphodiesterase beta-3 (Homo sapiens), Q01970. inhibition, % at 12.2 µM. Purified PLC-beta3, fluorogenic substrate; in the data active = inhibition above about 11%;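 note: 0% = median of compound wells on plate and 100% = full blocker control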
hcDAF-12 act – H. contortus DAF-12 nuclear receptor activators, primary screen, cell-based, luminescence, HEK293, lit1-tk-luc reporter; HEK293 hcDAF-12 lit1-tk-luc reporter; 0% DMSO, 100% Δ7-dafachronic acid; actives 1.4% (n = 370,000); activation, % at 6.8 µM;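 active = activation above the mean of all tested compounds plus 3 SD, cut at about 5.5% in these data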;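 note: 100% = response to 3 µM Δ7-dafachronic acid high control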
sPLA2-III inh – human group III sPLA2 inhibitors, primary screen, biochemical, QFRET, BODIPY PC-A2 liposome substrate | Group 3 secretory phospholipase A2 (Homo sapiens), Q9NZ20 | actives 0.56% (n = 370,000) | QFRET BODIPY PC-A2 liposome hydrolysis, fluorescence | inhibition, % at 12.2 µM;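 active = inhibition above mean plus 3 SD of compounds lying within the high and low control bounds, cut at about 19% in these data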;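 note: 0% = median of test compound wells and 100% = no enzyme DMSO wells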
NR1D1 modulator – modulators of Rev-erb alpha DNA binding, primary screen, biochemical, FITC-DNA, fluorescence polarization, uHTS; AID 1259318, 2017; actives 0.79% (n = 370,000); Rev-erbα–FITC-DNA binding, 90 min; activity, % at 10 µM; Nuclear receptor subfamily 1 group D member 1 (Homo sapiens), P20393;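 active = activity above about 14%, limit read from the data; passing the limit was not always enough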;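 note: 0% = DMSO wells with 35 nM protein and 100% = DMSO wells with 750 nM protein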
Target sequence (P20393 whole entry, looked up): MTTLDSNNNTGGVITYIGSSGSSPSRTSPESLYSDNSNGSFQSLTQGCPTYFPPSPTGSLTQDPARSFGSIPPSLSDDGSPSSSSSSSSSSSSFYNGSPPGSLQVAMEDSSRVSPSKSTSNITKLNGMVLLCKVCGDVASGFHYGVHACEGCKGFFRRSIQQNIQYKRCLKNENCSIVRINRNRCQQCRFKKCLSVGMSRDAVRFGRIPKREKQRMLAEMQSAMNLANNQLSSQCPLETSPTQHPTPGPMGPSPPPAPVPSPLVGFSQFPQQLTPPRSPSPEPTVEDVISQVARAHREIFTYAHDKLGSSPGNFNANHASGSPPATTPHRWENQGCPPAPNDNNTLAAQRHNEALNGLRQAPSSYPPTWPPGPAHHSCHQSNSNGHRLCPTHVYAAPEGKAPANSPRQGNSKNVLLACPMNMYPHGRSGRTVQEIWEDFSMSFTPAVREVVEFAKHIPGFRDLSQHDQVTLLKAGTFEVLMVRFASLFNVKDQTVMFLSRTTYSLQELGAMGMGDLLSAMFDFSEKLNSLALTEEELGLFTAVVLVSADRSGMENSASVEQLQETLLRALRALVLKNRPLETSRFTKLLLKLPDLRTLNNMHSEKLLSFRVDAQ
PG9 binder – binders of HIV-1 gp120 antibody PG9, primary screen, biochemical, TR-FRET; HIV-1 gp120 / PG9 antibody interaction; TR-FRET gp120-PG9 antibody binding; inhibition, % at 6.7 µM; actives 0.43% (n = 360,000); in the data active = inhibition above about 8.5%
DAX1 inh-2 – DAX1 (NR0B1) inhibitors on StAR promoter, primary screen, cell-based, luminescence, SF-1 (NR5A1), full-length DAX-1; HEK293T StAR-luciferase reporter, SF-1/DAX-1 repression relief; actives 1.1% (n = 370,000); inhibition, % at 6.8 µM; AID 652010, 2013;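 active = inhibition above the mean over all tested compounds plus 3 SD, cut at about 3.6% in these data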;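 note: 0% = DAX-1 cells with DMSO and 100% = cells lacking DAX-1 with DMSO; higher inhibition means more luminescence from relief of DAX-1 repression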
hgDAF-12 ag – H. glycines DAF-12 receptor agonists, primary screen, cell-based, luminescence, HEK293, GAL4 fusion, UAS-luciferase; activation, % at 6.8 µM; HEK293 GAL4-hgDAF12 UAS-luciferase reporter, agonist luminescence; normalized to butyrate control; AID 687014, 2013; actives 1.8% (n = 370,000);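 active = activation above a cutoff set at the mean of all screened compounds plus 3 SD, cut at about 10% in these data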;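 note: 0% = DMSO wells and 100% = sodium butyrate wells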
FXN GAA850 act – FXN promoter activators, primary screen, cell-based, luciferase luminescence, HEK293 lucGAA850. HEK293 lucGAA850 FXN promoter luciferase reporter, 24 h; percent of 10 µM SAHA response. activation, % at 6 µM. actives 0.56% (n = 360,000). AID 540364, 2011;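 active = activation above the average of all compounds screened plus 3 SD, cutoff fixed separately per campaign, cut at about 7.5% in these data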;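 note: 0% = DMSO wells and 100% = 10 µM SAHA wells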
The depositor's hits bear a star; i = inactive.

compound	PLC-beta3 inh	DAX1 inh-2	hgDAF-12 ag	SMARCA2 act	DAX1 inh-1	ssDAF-12 act	PG9 binder	FXN GAA850 act	hcDAF-12 act	sPLA2-III inh	NR1D1 modulator
COC(=O)/C=C1\N/C(=N\c2nc(C)cc(C)n2)N(c2ccc(C)cc2)C1=O	1	-0.1	-4.0	0	-1.0	-2.2	-2.9	1.4	0.0	9	-3
CC1(C)Cc2[nH]c3ccccc3c2C(C)(C)N1	-4	0.2	0.9	-2	1.9	-1.1	-2.3	-1.0	2.6	6	-7
CCN(CC)c1ccc(C(=O)OCC(=O)NCC2CCCO2)cc1 (configuration not stated)	-7	-0.4	-2.6	-2	-0.2	-1.7	3.3	-1.3	-1.4	2	-2
CCCc1nnc(NC(=O)CCCC(=O)O)s1	2	-0.3	0.4	0	0.7	-0.7	1.0	1.1	-1.2	3	1
O=C(O)C(O)Cc1c[nH]c2ccccc12 (configuration not stated)	4	0.2	5.1	0	4.7*	0.2	-0.4	1.7	4.2	-1	3
COc1ccc(-c2cc(=O)oc3cc(OC(C)C(=O)O)ccc23)cc1 (configuration not stated)	-57	0.3	-0.2	-1	-0.7	-1.2	-1.4	-1.1	-1.0	2	0
O=C(c1ccco1)N1CCN(c2cc(C(F)(F)F)nc3ncnn23)CC1	7	-0.1	0.7	4	-1.4	-0.9	-2.5	-1.9	0.2	9	-1
CCC(=O)C(C#N)(c1ccc(OC)c(OC)c1)C(C)C (configuration not stated)	0	0.2	-0.3	-1	1.1	-1.6	-0.3	3.0	0.5	3	-6
Cc1ccc(N(CC(=O)NCc2ccco2)C(=O)CNS(=O)(=O)c2ccccc2)c(C)c1	3	0.1	1.8	-3	1.3	-0.7	-0.7	0.8	0.2	-33	3
Cc1ccnc(SCCn2c(N3CCN(Cc4ccccc4)CC3)nc3c2c(=O)[nH]c(=O)n3C)n1	3	0.1	-3.4	-1	0.4	-0.6	-0.1	0.2	-1.3	2	-1
CCN(C(=O)CSc1nnc(-c2ccccc2Cl)n1N)c1c(N)n(Cc2ccccc2)c(=O)[nH]c1=O	-3	2.3	0.8	-2	1.1	-0.9	-0.5	1.7	0.1	5	-1
CCCc1nc2c(s1)CCc1onc(-c3cccc([N+](=O)[O-])c3)c1-2	1	-0.6	2.2	1	-0.5	-0.5	0.7	0.8	-0.9	8	2
COc1cccc(SCc2noc(C(=O)NCC3CC3)c2C(=O)NCC2CC2)c1	-2	-0.4	-1.9	2	0.5	-1.8	0.8	1.0	-2.3	-16	0
CCOc1ccc(C(=O)NCc2ccco2)cc1Cl	-1	-0.5	-0.6	-2	-0.1	-0.9	-0.9	2.1	-2.1	-4	-1
CCN(c1ccccc1)S(=O)(=O)c1ccc(NC(=S)NC(=O)c2cccs2)cc1	0	-0.9	-0.3	0	-1.1	-1.1	4.1	0.2	-1.5	12	-5
Cc1ccc(NC(=O)Nc2cccnc2)cc1Cl	-2	1.3	2.6	-2	0.6	-1.2	-1.4	4.2	2.7	-3	5

One compound at a time, as listed above.
CCCc1nc2c(s1)CCc1onc(-c3cccc([N+](=O)[O-])c3)c1-2 in the list: PLC-beta3 inh = 1; DAX1 inh-2 = -0.6; hgDAF-12 ag = 2.2; SMARCA2 act = 1; DAX1 inh-1 = -0.5; ssDAF-12 act = -0.5; PG9 binder = 0.7; FXN GAA850 act = 0.8; hcDAF-12 act = -0.9; sPLA2-III inh = 8; NR1D1 modulator = 2
Cc1ccc(NC(=O)Nc2cccnc2)cc1Cl in the list: PLC-beta3 inh = -2; DAX1 inh-2 = 1.3; hgDAF-12 ag = 2.6; SMARCA2 act = -2; DAX1 inh-1 = 0.6; ssDAF-12 act = -1.2; PG9 binder = -1.4; FXN GAA850 act = 4.2; hcDAF-12 act = 2.7; sPLA2-III inh = -3; NR1D1 modulator = 5

Additional entries follow.
compound	PLC-beta3 inh	DAX1 inh-2	hgDAF-12 ag	SMARCA2 act	DAX1 inh-1	ssDAF-12 act	PG9 binder	FXN GAA850 act	hcDAF-12 act	sPLA2-III inh	NR1D1 modulator
COc1ccc(NC(=O)c2ccc(S(=O)(=O)C(F)F)cc2)c(OC)c1	-1	-0.5	0.7	-5	-0.2	-1.9	0.7	1.7	-1.2	0	2
c1cc(CNc2ccc3c(c2)OCCO3)ccn1	-5	-2.2	-6.3	-2	-1.0	-1.8	-1.1	-9.3	-2.8	-2	-6
CC(=O)C(Cc1ccccc1)(Cc1ccccc1)C(C)=O	-5	0.5	-0.1	-1	1.0	-0.8	0.5	3.1	0.6	0	3
CN(C)/C=N/NC(=O)c1ccccc1Cl	1	0.9	-0.2	0	1.7	-0.4	-0.9	-0.8	1.2	-1	4
C=CCNC(=O)c1cc(-c2ccccc2O)on1	-3	2.5	7.5	3	1.7	-1.1	0.0	2.1	1.1	13	0
Cc1cccc(N(CC(N)=O)S(C)(=O)=O)c1C	3	-0.1	0.6	-2	-0.1	-0.9	1.1	0.2	-1.1	0	4
COCCCNC1CS(=O)(=O)CC1O (configuration not stated)	-2	-0.7	4.0	-1	0.1	-0.9	-0.6	2.2	-2.6	7	-3
Cc1ccc(OCC(=O)Nc2ccc(N3CCN(C(=O)c4ccco4)CC3)cc2)c(C)c1	-11	-1.2	-3.4	-4	-1.1	-2.0	-1.0	-0.2	-4.3	-6	5
Cc1ccc(C(=O)NCC(=O)OCC(=O)Nc2ccc(Cl)cn2)cc1	-5	1.6	1.1	-1	1.1	-1.4	-1.4	0.9	0.6	5	7
Cc1ccc(-c2c3c(=O)n(C)c(=O)n(C)c3cn2Cc2ccccn2)cc1	-1	-0.6	-1.2	1	-0.6	-1.6	-1.7	2.1	-1.4	0	-2
CCOc1nc(NCCc2ccc(OC)c(OC)c2)nc(N2CCN(c3ccc(OC)cc3)CC2)n1	4	0.4	-1.3	4	-0.2	-1.4	-1.1	-1.2	-1.6	-1	1
Cc1ccc(C)c(S(=O)(=O)NC(C)C(=O)Nc2ccc(-c3nc4ccccc4s3)cc2)c1 (configuration not stated)	-23	2.3	4.3	6	3.8	0.2	0.8	0.9	4.3	1	4
CC1CCc2c(sc(NC(=O)CN3CCN(C(=O)c4ccco4)CC3)c2C#N)C1 (configuration not stated)	2	-0.9	0.7	-3	-1.4	-1.6	2.5	0.5	-0.8	-9	-3
O=C(NCc1ccccn1)C1CCN(Cc2cnn(-c3ccccc3)c2-n2cccc2)CC1	1	-0.2	-0.8	2	-0.8	-1.9	0.1	-1.0	-1.8	-10	0
Cc1nc(NC(=O)c2ccncc2)sc1C(=O)N(C)C	1	0.3	-1.5	-1	-0.2	-0.4	-0.9	2.5	-1.6	-2	3
Cc1onc(-c2ccccc2)c1C(=O)N[C@@H]1C(=O)N2C1SC(C)(C)[C@@H]2C(=O)O (some centres not stated)	0	-0.7	3.6	-1	-0.5	-1.3	-1.6	0.6	-1.2	1	3
CS(=O)(=O)N1CCN(c2ccccc2NC(=O)c2ccc3ccccc3c2)CC1	-3	-1.4	-2.3	-6	-1.4	-0.9	-0.8	1.2	2.5	-16	2
CC1C[N+](=C2C=C(N3CCOCC3)CC(C)(C)C2)CC(C)O1 (configuration not stated)	-8	0.6	-0.9	-1	0.1	-0.4	0.7	1.2	-0.9	0	2
COc1cccc(NC(=O)CN(C)C(=O)c2ccc(-n3cncn3)c([N+](=O)[O-])c2)c1	-5	-1.7	-0.9	0	1.5	-1.0	-0.3	0.0	-0.5	2	7
Cc1ccc(NC(=O)C2CCN(C(=O)c3ccccc3C)CC2)cc1	0	-0.4	-3.4	0	-1.0	-2.0	-1.7	1.3	-0.6	0	1
C=CCOn1c(=O)c(-c2ccccc2)[n+]([O-])c2ccccc21	-53	-0.4	-1.7	-3	0.3	0.3	-1.7	-0.2	3.7	-1	9
COc1ccc(CNS(=O)(=O)c2ccc(-n3cnnn3)c(C)c2)cc1	-2	0.1	-1.3	1	0.6	-1.3	-1.1	-1.6	-0.8	-5	4
CSc1ccc(/C=C/C(=O)OCC(=O)N2CCCCCC2)cc1	-200	0.7	1.2	0	1.0	-0.8	1.0	2.2	-1.2	-6	2
CC(C)(C)N=C1NN=C(c2cc3ccccc3o2)CS1	-15	0.8	-3.2	0	1.5	-1.4	-2.0	-1.2	-0.4	-1	4
Cc1ccc(NC(=S)NC(=O)C2CCCC2)cc1C	-4	4.6*	11*	4	0.8	-0.2	-1.1	4.5	2.5	7	0
Nc1cccc2c1C(=O)N(C(=O)c1ccc(S(=O)(=O)N3CCCCCC3)cc1)C2=O	i	0.4	0.2	0	1.2	-1.2	0.2	2.5	-0.2	-7	-4
CCc1n[nH]c(=O)n1Cn1c(CC)n[nH]c1=O	5	-0.1	0.1	0	-1.0	-0.8	-1.9	-3.2	-0.8	3	-7
CCn1cc(C(=O)N2CCN(c3ccccc3F)CC2)c(=O)c2ccc(C)nc21	2	0.2	-1.5	7	0.8	-1.8	-5.3	1.2	-2.6	2	-6
Cc1cc(C)c(NC(=O)c2c[nH]c(=S)n2-c2ccc(F)cc2)c(C)c1	-3	0.0	-3.2	0	-1.3	-1.8	2.1	-2.0	-1.1	8	-1
CCOc1ccc(CCNC(=O)c2cccc(S(=O)(=O)N3CC(C)OC(C)C3)c2)cc1OCC (configuration not stated)	0	0.0	-0.2	-2	-0.9	-1.0	-1.4	-1.9	-2.1	-4	-3

Bioassay records deposited in PubChem by several laboratories.
